# RGS8-Gao reg = modulates binding of RGS8 to human Galphao | P09471 | multiplexed bead flow cytometry; actives lie on both sides | response (percent of control binding), % at 10 µM | actives 0.34% (n = 220,000) | AID 1423; in the data active = response below about 60% or above about 140%; inactive = in between;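 also: Galphao activated as the GDP aluminium fluoride complex binding bead-coupled RGS8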
# ABCG2 block = human ABCG2 inhibition, ABCB1 as counter-screen; Q9UNQ0; IgMXP3 cells, JC-1 efflux, flow cytometry; inhibition, % at 6.6 µM; actives 0.1% (n = 190,000); AID 1325;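 active = inhibition above 80%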;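 also: 0% = DMSO and 100% = nicardipine control wells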
#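 Assay system – ABCG2 IgMXP3 and barcoded ABCB1 CCRF-Adr cell mix · Input – 3 million cells/mL in well · Reagent – JC-1 fluorescent substrate · Compound – single test compound dose, 6.6 µM final · Timing – 10 min exposure at 25 °C with rotation, no wash · Detection – flow cytometry of retained JC-1 fluorescence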
# Mcl1-Bid inh = disrupts binding of human Mcl-1 to Bid peptide; Q07820; TR-FRET Mcl-1/Bid-Dy647 peptide binding, 1536-well; inhibition, % at 21.7 µM; actives 0.97% (n = 220,000);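 active = compounds that cut the binding signal by more than half at the single screening dose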;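 also: His-tagged Mcl-1 with europium anti-His antibody binding Bid BH3 peptide; 0% = Mcl-1 plus peptide wells and 100% = peptide-only wells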
# Pf gamet viab = P. falciparum stage V gametocyte viability inhibition; actives 0.065% (n = 150,000); AID 743093; P. falciparum stage V gametocytes, ATP luminescence, 24 h; inhibition, % at 10.9 µM;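 active = inhibition above the mean plus 3 SD of compounds within the control limits, set per campaign, cut at about 38% in these data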;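 also: 0% = DMSO wells and 100% = medium only without gametocytes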
# RGS7-Gao = regulators of human RGS7-Galphao interaction; actives 0.35% (n = 220,000); P09471; Multiplexed bead flow cytometry, RGS7-Galphao binding; actives lie on both sides; binding response (% of control), % at 10 µM; in the data active = binding response below about 49% or above about 150%; inconclusive = no clear call, values can overlap the other calls; inactive = in between;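 also: fluorescent Galphao held in activated GDP-AlF4 state binding bead-coupled RGS7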
# Mcl-1 Bim block = disrupts Bim peptide binding to human Mcl-1; Q07820; Bead-based flow cytometry, Bim peptide-Mcl-1 binding; inhibition, % at 10 µM; actives 0.1% (n = 190,000); AID 1009; in the data active = inhibition above about 40%;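 also: 0% = no compound tracer wells and 100% = peptide blocker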
# ABCB1 inh = human ABCB1 inhibition, ABCG2 as counter-screen; P08183; CCRF-Adr cells, JC-1 efflux, flow cytometry; inhibition, % at 6.6 µM; actives 0.067% (n = 190,000); AID 1326; in the data active = inhibition above about 40%;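 also: 0% = vehicle and 100% = reference inhibitor; higher value means more JC-1 retained so stronger ABCB1 efflux block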
# Target sequence (P08183 whole entry, looked up): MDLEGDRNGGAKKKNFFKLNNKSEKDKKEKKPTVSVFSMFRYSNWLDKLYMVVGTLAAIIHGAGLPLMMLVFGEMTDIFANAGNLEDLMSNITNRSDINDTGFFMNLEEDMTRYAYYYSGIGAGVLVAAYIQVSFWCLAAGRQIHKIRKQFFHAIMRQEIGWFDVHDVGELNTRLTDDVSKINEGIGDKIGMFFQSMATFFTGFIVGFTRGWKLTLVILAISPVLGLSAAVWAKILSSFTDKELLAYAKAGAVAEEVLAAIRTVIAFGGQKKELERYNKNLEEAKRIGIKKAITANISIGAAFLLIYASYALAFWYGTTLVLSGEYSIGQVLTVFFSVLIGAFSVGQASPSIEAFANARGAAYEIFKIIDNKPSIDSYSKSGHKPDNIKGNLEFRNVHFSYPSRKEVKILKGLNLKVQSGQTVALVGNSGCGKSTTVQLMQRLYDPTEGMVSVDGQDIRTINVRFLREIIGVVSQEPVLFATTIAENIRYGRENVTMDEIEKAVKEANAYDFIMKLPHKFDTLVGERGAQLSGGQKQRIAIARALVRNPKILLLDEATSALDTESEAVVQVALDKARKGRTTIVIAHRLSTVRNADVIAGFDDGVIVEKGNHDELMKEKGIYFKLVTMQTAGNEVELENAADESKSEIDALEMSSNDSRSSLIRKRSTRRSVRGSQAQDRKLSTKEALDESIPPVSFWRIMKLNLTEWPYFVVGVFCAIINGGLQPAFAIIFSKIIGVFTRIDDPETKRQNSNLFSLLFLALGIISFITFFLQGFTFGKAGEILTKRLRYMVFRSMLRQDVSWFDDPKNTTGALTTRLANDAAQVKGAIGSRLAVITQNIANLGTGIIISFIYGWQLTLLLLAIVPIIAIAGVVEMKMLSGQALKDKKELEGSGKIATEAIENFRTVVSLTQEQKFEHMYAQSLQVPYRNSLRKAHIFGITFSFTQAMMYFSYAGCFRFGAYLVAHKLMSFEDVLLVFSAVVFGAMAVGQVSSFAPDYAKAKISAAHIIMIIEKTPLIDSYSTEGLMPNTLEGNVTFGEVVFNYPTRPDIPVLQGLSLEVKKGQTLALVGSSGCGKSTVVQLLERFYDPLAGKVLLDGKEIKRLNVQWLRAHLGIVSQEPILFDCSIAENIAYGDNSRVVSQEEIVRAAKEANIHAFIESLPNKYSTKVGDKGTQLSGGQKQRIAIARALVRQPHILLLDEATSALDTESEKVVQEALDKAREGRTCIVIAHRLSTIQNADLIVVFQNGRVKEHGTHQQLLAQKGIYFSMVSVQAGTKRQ
# RGS4-Gao reg = human RGS4-Galphao interaction regulation | Multiplexed bead flow cytometry, RGS4-Galphao binding; actives lie on both sides | actives 0.33% (n = 220,000) | binding response (% of control), % at 10 µM | P09471; in the data active = binding response below about 49% or above about 150%; inactive = in between;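 also: fluorescent Galphao activated with aluminum fluoride binding bead-coupled RGS4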
# Mcl1 Noxa PPI = Mcl-1/Noxa interaction inhibition | inhibition, % at 21.7 µM | TR-FRET Mcl-1/Noxa peptide binding, 2 h | actives 1.5% (n = 220,000) | Q07820;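 active = compounds that cut the protein-peptide binding signal by more than 50% relative to plate controls in a single-dose test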;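 also: His-tagged Mcl-1 with rhodamine Noxa BH3 peptide and terbium anti-His antibody; 0% = Mcl-1 plus Noxa peptide wells and 100% = peptide-only wells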
# Avidin bead fluor = compound fluoresces at 488/530 nm on avidin beads. compound fluorescence 488/530 nm, flow cytometry; active compounds read high. fluorescence (KMESF) at 10 µM. actives 0.38% (n = 220,000). AID 1775; in the data active = fluorescence above about 47; also: inactives centre near 10
# GSH fluor = compound fluoresces at 488/530 nm on GSH beads; AID 1776; GSH beads flow cytometry, compound fluorescence 488/530 nm; active compounds read high; fluorescence (KMESF) at 10 µM; actives 0.25% (n = 190,000); in the data active = fluorescence above about 89;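 also: glutathione beads carrying GST-tagged Bcl family fusion proteins plus one bare bead set; values are compound well signal with DMSO vehicle wells as background; inactives centre near 16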
# * marks the source's active call; other numbers are inactive results; ? = inconclusive; nt = not tested or not shown.
SMILES,Pf gamet viab,RGS7-Gao,Mcl-1 Bim block,RGS8-Gao reg,GSH fluor,Mcl1-Bid inh,ABCG2 block,Mcl1 Noxa PPI,Avidin bead fluor,RGS4-Gao reg,ABCB1 inh
Cc1cnc(NC(=O)CN2CCN(c3ccccc3F)CC2)s1,5.6,98.5,-11.0,97.3,19,28.7,0.2,31.2,5,101.3,0.0
CCCC(=O)N1CCN(c2ccc(NC(=O)c3cccs3)cc2Cl)CC1,7.9,99.7,0.0,105.2,14,-9.2,7.3,-6.5,10,98.8,2.4
Cc1ccc(-c2nnn(CC(=O)N(c3ccc(F)cc3)C(C(=O)NC(C)(C)C)c3ccco3)n2)o1 (stereo unspecified),-10.0,100.9,-1.0,97.5,22,-2.1,0.2,-3.0,4,100.2,0.4
O=C1[C@H]2[C@H](ON3CCCC[C@H]23)C(=O)N1c1ccc(Cl)cc1,nt,100.2,-1.0,100.7,13,-14.3,-0.6,7.4,11,104.1,0.0
COCCN(C(=O)CSc1nnc2cc(C)c3ccccc3n12)c1c(N)n(Cc2ccccc2)c(=O)[nH]c1=O,-20.3,99.3,-5.0,100.8,9,2.5,1.0,20.3,15,97.5,0.5
CN(C)C(=O)C(=O)c1c(-c2ccccc2)cc2ccccn12,15.3,92.6,0.0,98.8,28,1.9,1.0,0.4,10,99.1,0.1
O=C(OCc1c(Cl)cccc1Cl)c1cccnc1Cl,16.4,99.5,4.0,103.8,11,-4.1,3.1,27.2,10,104.7,0.3
COc1cccc(/C=N/NC(=O)CSc2cccc3cccnc23)c1,0.9,?,nt,102.2,nt,-5.1,nt,-11.2,8,97.0,nt
O=C(NC1CCCCCC1)c1c(F)c(F)c(F)c(F)c1F,nt,99.7,-3.0,99.8,14,6.3,0.1,3.2,24,99.6,0.0
CCn1cc(C(=O)Nc2cccc(C)c2)c(=O)c2ccc(C)nc21,nt,93.6,0.0,101.5,22,-5.6,12.6,6.7,5,96.4,0.6
COc1cc(/C=C/C(=O)O)cc(S(=O)(=O)NC2CCCC2)c1OC,8.4,?,nt,97.0,nt,-24.9,nt,3.5,10,94.3,nt
O=C(COC(=O)Cc1ccc(Cl)cc1)Nc1c(F)cccc1F,nt,98.7,0.0,99.1,15,4.3,1.8,-4.5,21,97.0,0.5
O=C(Cc1cccs1)Nc1ccc2c(c1)C(=O)OC2,11.1,97.8,0.0,100.8,58,-4.8,3.2,15.3,8,99.0,0.2
Cc1ccnc(NC(=O)c2ccccc2[N+](=O)[O-])c1,nt,102.2,-6.0,99.0,17,-1.6,2.9,-4.8,12,98.9,0.7
COCC(C)n1c(C)cc(C(=O)COC(=O)c2n[nH]c3ccccc23)c1C (stereo unspecified),20.3,97.1,-4.0,98.3,12,-8.3,6.1,-2.9,9,98.6,0.6
CC(=O)Nc1ccc(Nc2ncnc3c2cnn3-c2ccc(C)cc2C)cc1,8.4,104.0,-4.0,102.5,5,-16.7,0.0,13.9,8,101.0,0.0
CCOc1ccc(-n2c(N)c(C(=O)N3CCN(C)CC3)sc2=S)cc1,nt,102.2,-4.0,101.2,16,-21.9,-1.2,4.5,8,102.3,-0.1
Cc1ccc(SCCC(=O)Nc2ccccc2C(=O)NC2CCCCC2)cc1,-2.6,83.7,-1.0,72.3,35,-4.6,1.5,12.2,5,79.4,0.5
NC(=O)Cc1ccc(C(=O)c2ccc(Cl)cc2)s1,3.9,105.5,-2.0,111.2,10,-5.1,1.2,-3.2,27,106.0,-0.2
CCN(Cc1cc(=O)[nH]c2ccccc12)C(=O)c1ccc(C)cc1,15.5,?,nt,103.8,nt,6.2,nt,-6.6,28,104.5,nt
O=c1[nH]c2ccccc2nc1C(Cl)c1ccccc1 (stereo unspecified),nt,104.4,0.0,100.4,12,-2.7,3.2,31.7,10,103.2,0.5
Cc1ccc(-n2c(C3CC3c3ccc(Cl)cc3)n[nH]c2=S)cc1 (stereo unspecified),nt,103.5,-6.0,98.9,16,-26.6,-2.4,-21.0,33,102.9,-1.0
COC(=O)c1ccc(C)c(NC(=S)NCc2ccc(Cl)cc2)c1,nt,98.4,-5.0,103.4,11,-8.9,10.4,9.3,10,99.5,0.1
Cc1cc(C)c(-n2c(C)cc(/C=C3/NC(=O)NC3=O)c2C)c(C)c1,-7.2,97.7,-4.0,97.9,27,-43.2,6.2,15.1,12,94.3,1.7
COc1ccc(N2CCC(CNC(=S)Nc3cccc(OC)c3)C2)cc1 (stereo unspecified),nt,102.4,3.0,100.8,19,-58.4,27.8,75.2*,15,102.9,0.8
COC(=O)c1cn(NC(=O)c2cc([N+](=O)[O-])ccc2F)c(=O)c2ccccc12,-22.5,?,-5.0,96.9,11,-8.4,3.0,27.4,12,95.6,0.6
CC1CCCCN1S(=O)(=O)c1ccc(C(=O)Nc2nnc(-c3ccncc3)o2)cc1 (stereo unspecified),-15.8,116.4,0.0,114.4,11,-30.2,-1.1,-19.4,6,109.5,-0.1
COC(=O)c1ccc(OC(=O)CCN2c3ccccc3Sc3ccccc32)cc1,-16.0,96.7,-1.0,113.0,16,-50.5,14.7,-105.5,3,96.0,0.3
Cc1c(C=C2C(=O)c3ccccc3C2=O)cc(C#N)n1C,nt,?,nt,108.2,nt,-16.4,nt,21.4,4,110.5,nt
Fc1ccc(CSc2ncnc3c2oc2ccccc23)cc1,-17.7,94.4,-4.0,97.8,10,-20.7,1.2,-190.9,15,89.0,-0.1
O=C(CSCc1ccc(Cl)cc1)Nc1nccs1,-20.1,95.5,-3.0,98.6,10,-10.6,1.2,4.0,17,93.1,0.5
Cc1ccc(/C(O)=C2\C(=O)C(=O)N(CCc3c[nH]c4ccccc34)C2c2cccnc2)cc1 (stereo unspecified),-2.5,106.9,-1.0,105.0,10,-38.3,0.6,9.7,21,108.5,0.4
CC(C)C(c1nnnn1C1CCCC1)N1c2ccccc2CC1C (stereo unspecified),-22.2,99.3,-2.0,98.4,17,-54.0,1.4,11.4,11,100.1,0.5
COc1ccc(C(=O)NC(=S)Nc2cccc(NC(=O)c3ccco3)c2)cc1[N+](=O)[O-],19.1,94.9,-8.0,91.8,11,8.7,1.1,36.8,7,95.7,1.3
O=CNC(n1cnc2c(N3CCOCC3)ncnc21)C(Cl)(Cl)Cl (stereo unspecified),0.2,?,nt,100.0,nt,-34.2,nt,-5.1,6,99.5,nt
CSCCC1C(=O)OC2(C)CC(C)(C)NC(=S)N12 (stereo unspecified),14.7,108.6,5.0,105.6,74,-18.7,-0.6,16.1,5,109.9,0.9
O=C(CNCCO)NC12CC3CC(CC(C3)C1)C2,nt,93.7,8.0,96.9,33,-15.6,-0.8,1.3,11,99.6,0.2
O=C(NC1CCCC1)C1CCN(S(=O)(=O)N2CCCCC2)CC1,nt,113.6,-11.0,114.8,30,-33.1,10.5,6.7,13,113.9,1.1
CC1=C/C(=N\NC(=S)Nc2cccnc2)CC(C)(C)C1,3.8,?,-2.0,102.4,13,-109.8,6.6,-66.8,9,103.4,1.3
CC(=O)NC1C(=O)N=C(SC(C)C(=O)Nc2cccc(Cl)c2)NC1=O (stereo unspecified),2.2,?,0.0,101.1,14,-25.7,5.8,19.1,8,101.8,0.8
COc1ccc(N2C(=O)CC(N3CCN(c4nc5ccccc5s4)CC3)C2=O)cc1 (stereo unspecified),-6.4,99.3,-2.0,98.5,14,-9.8,1.8,2.0,25,99.5,0.6
Cc1cc(C(=O)Nc2cccc([N+](=O)[O-])c2)c(C)o1,13.7,101.9,-5.0,108.8,9,-78.5,7.4,14.2,4,105.6,0.6
CCc1cccc(CC)c1NC(=S)NCCc1c(C)[nH]c2ccccc12,nt,100.1,-3.0,101.2,17,-11.6,6.6,6.9,7,100.0,1.8
O=S(=O)(/C=C/c1ccccc1)NC1CCCCCCC1,8.8,100.3,-5.0,101.8,9,-20.6,12.9,4.0,5,101.2,1.3
Cc1ccc(C)c(Cn2nnc3c(=O)[nH]c(C4CCCN(C(=O)C5CCCCC5)C4)nc32)c1 (stereo unspecified),nt,99.4,0.0,101.0,23,-1.8,2.5,10.3,14,99.1,0.9
CCn1ccc(C(=O)NC2=C(C#N)CCC2)n1,nt,101.5,-2.0,103.4,19,-12.5,1.4,20.9,5,92.3,0.3
Cc1nn(-c2ccccc2)c(Cl)c1/C=N/Nc1ccc(Cl)c(C(=O)O)c1,nt,100.0,0.0,102.2,5,-53.1,-4.9,20.9,3,104.4,-1.1
CCC1(CC)NC(=O)N(Cc2nc3ccccc3s2)C1=O,13.9,98.0,-2.0,103.0,16,-8.6,2.2,-1.0,11,101.2,0.7
Cn1c(NC(=O)/C=C\c2ccccc2)cc(=O)n(C)c1=O,11.5,103.4,0.0,106.0,8,-23.9,3.2,-23.7,22,103.3,0.0
COC(=O)c1cc(OC)c(OC)cc1NCC(=O)Nc1ccc(OC)c(OC)c1,8.7,96.8,-2.0,83.9,7,-69.2,-10.0,-3.6,10,100.3,-0.6

# (cont.)
SMILES,Pf gamet viab,RGS7-Gao,Mcl-1 Bim block,RGS8-Gao reg,GSH fluor,Mcl1-Bid inh,ABCG2 block,Mcl1 Noxa PPI,Avidin bead fluor,RGS4-Gao reg,ABCB1 inh
O=C1c2ccccc2C(Nc2ccc(Cl)cn2)N1Cc1ccccc1 (stereo unspecified),nt,93.9,2.0,98.7,19,-7.0,-2.6,-10.1,7,98.3,-2.7
O=C(CCCCCNc1nc(=S)[nH]c2ccccc12)N1CCN(c2ccccn2)CC1,-7.4,98.9,0.0,100.6,9,-27.5,1.1,15.0,9,99.2,0.2
COc1ccc(OC)c(S(=O)(=O)NC(N)=NCCc2ccccc2)c1,12.9,104.2,0.0,100.8,21,-9.1,2.0,-3.3,8,104.3,-0.3
CC(C)NC(=S)NCc1cccnc1,1.8,100.3,-4.0,100.0,12,-81.1,-0.8,3.0,7,99.4,0.0
COc1ccccc1/C=C/C(=O)NNC(=O)c1cccs1,14.6,?,0.0,101.6,15,-8.0,2.5,6.2,12,97.5,-0.4
CCCc1nc2ccc([N+](=O)[O-])cc2[nH]1,2.2,103.4,0.0,100.5,9,-19.6,2.5,-4.6,11,105.4,0.0
O=C(CN1C(=O)C2C3CCC(C3)C2C1=O)N1CCN(Cc2ccccc2)CC1 (stereo unspecified),-14.2,102.6,0.0,101.8,11,-12.1,0.6,10.1,10,104.0,0.3

# Compound activity as filed in PubChem BioAssay.

# Compounds as they come; about 3.3% have a hit in one of these screens.
